High-throughput results: PubChem BioAssay, several laboratories
STAT1 act – STAT1 signaling activation. NIH 3T3 STAT1-luciferase reporter, IFN-gamma, luminescence; 100% = IFN-gamma alone, no compound. activation (% of control), % at 5.5 µM. hit rate 2.6% among 200,000. AID 932;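 active = activation above the screen-wide mean activation plus 3 SD, cut at about 130% in these data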;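 also: raw ratio to IFN-gamma control signal so 100% means no change and 0% no light; values of inactives mirror those of a sister screen read the other way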
APP 5UTR inh – APP translation inhibition; SH-SY5Y APP 5'UTR-luciferase reporter, luminescence; inhibition, % at 2 µM; hit rate 0.82% among 190,000; AID 1285;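 active = inhibition above a set limit, derived from the sample mean plus 3 SD, cut at about 45% in these data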; also: values of inactives mirror those of a sister screen read the other way
FLuc act counter – firefly luciferase counter-screen for stimulation assays | 200,000 tested, under 10 active | activation factor at 10 µM | ATPlite luciferase biochemical, luminescence, 10 min; 0 = ATP-free wells, 1 = DMSO control | P08659;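 active = luciferase activation factor, scaled between plate controls, of at least 2 with compound at 10 µM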
Target sequence (P08659 whole entry, looked up): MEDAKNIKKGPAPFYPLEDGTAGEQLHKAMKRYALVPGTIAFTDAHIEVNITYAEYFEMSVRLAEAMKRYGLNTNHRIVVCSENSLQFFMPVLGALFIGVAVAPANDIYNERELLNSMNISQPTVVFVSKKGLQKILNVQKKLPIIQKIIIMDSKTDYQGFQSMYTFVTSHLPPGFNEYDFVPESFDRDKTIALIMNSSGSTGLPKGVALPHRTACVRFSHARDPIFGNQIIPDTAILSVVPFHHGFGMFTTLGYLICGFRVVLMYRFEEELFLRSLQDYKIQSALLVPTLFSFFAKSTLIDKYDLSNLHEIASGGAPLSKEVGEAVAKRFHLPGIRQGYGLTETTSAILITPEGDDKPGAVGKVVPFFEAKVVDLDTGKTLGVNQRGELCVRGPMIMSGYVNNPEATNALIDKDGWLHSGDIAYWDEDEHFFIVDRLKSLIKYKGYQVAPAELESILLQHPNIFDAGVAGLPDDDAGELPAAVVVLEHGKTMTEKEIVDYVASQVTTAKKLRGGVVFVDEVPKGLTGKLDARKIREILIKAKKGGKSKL
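assay system = Luciferase/luciferin detection reagent, cell-free biochemical luciferase assay | also added = ATP substrate | times = 10 min post-reagent at room temperature | measured by = luminescence from luciferase reaction | measure = luciferase activation, seen as luminescence increase over controls | benchmarks = low control with PBS replacing ATP, high control enzyme plus ATP without compound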
FLuc inhib CS – inhibits firefly luciferase, flagging false hits in luciferase inhibition screens; ATPLite firefly luciferase biochemical luminescence, 10 min; inhibition, % at 10 µM; AID 1006; hit rate 1.5% among 200,000; P08659;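 active = inhibition above about 50% when tested at 10 µM, limit read from the data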
Hsp70 activator – transcriptional activators of Hsp70. AID 1203. hit rate 0.04% among 200,000. HeLa Hsp70 promoter luciferase reporter, luminescence; scaled: vehicle 0, proteasome-inhibitor control 100%. activation, % at 10 µM;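 active = activation above the mean across all tested compounds plus 3 SD, cutoff set per campaign, cut at about 5.5% in these data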;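 also: 100% = MG132 at 30 µM as the positive control and 0% = DMSO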
APP 5'UTR act – APP 5'UTR luciferase reporter activation; SH-SY5Y APP 5'UTR luciferase reporter, luminescence; zero percent = DMSO vehicle wells; activation, % at 2 µM; hit rate 1% among 190,000;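 active = activation above a set limit, based on mean plus 3 SD of controls, cut at about 140% in these data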; also: values of inactives mirror those of a sister screen read the other way
Redox H2O2 prof – compounds producing H2O2 with reducing agent – biochemical, NIH compound library profiling, artefact control for MLSCN library redox annotation, primary screen; hit rate 0.03% among 200,000; DTT-dependent redox cycling H2O2, phenol red/HRP absorbance; 100% = 100 µM peroxide control, 0% = buffer; activation, % at 10 µM; AID 878;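 active = activation of at least 50% relative to the plate's high and low controls in the primary single-dose screen; inactive = activation below 50%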;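 also: compound incubated with DTT at 0.8 mM final as the reducing agent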
HMGR II inh – inhibitors of class II HMG-CoA reductase from Enterococcus faecalis | purified E. faecalis HMGR, NADPH absorbance 340 nm kinetic | inhibition, % at 10 µM | hit rate 0.41% among 190,000 | AID 1066;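 active = inhibition above a set limit, the median over all tested compounds plus 3 SD, cut at about 9.5% in these data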;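 also: enzyme runs in reverse so mevalonate oxidation gives rising NADPH absorbance; 0% = complete reaction with DMSO and 100% = background rate lacking mevalonate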
G6PDH CS – L. mesenteroides G6PDH inhibition counter-screen. inhibition, % at 5 µM. hit rate 0.12% among 200,000. AID 1020. Purified L. mesenteroides G6PDH, diaphorase/resazurin coupled fluorescence, 45 min; in the data active = inhibition above about 50%
NF-kB neuron act – compounds increasing NF-kB expression in human neuronal cells. NF-kB reporter expression; stronger effect = higher value. AID 1239. fold change at 12.5 µM. hit rate 1.6% among 190,000; in the data active = fold change above about 3.3
* hit, by the source's call; nt = not tested or not shown.

Structure	STAT1 act	APP 5UTR inh	FLuc act counter	FLuc inhib CS	Hsp70 activator	APP 5'UTR act	Redox H2O2 prof	HMGR II inh	G6PDH CS	NF-kB neuron act
CCc1ccc(C(=O)/C=C/c2ccc([N+](=O)[O-])o2)cc1	100	54*	1	4	-0.3	-54	0.5	-1	6	2
Cn1c(Sc2ccccc2Cl)c(C=O)c2ccccc21	100	3	1	-2	0.0	-3	0.7	-3	10	1.1
NS(=O)(=O)c1ccc(NC(=O)c2ccccc2C(=O)N2CCCCC2)cc1	100	9	1	-3	-0.4	-9	-8.8	-10	4	1.4
C/C(=N/OC(=O)c1ccc(C)cc1)c1ccc(N2C(=O)C3CCCCC3C2=O)cc1 (configuration not stated)	106	6	1	0	-0.1	-6	0.7	0	-1	1.1
N#Cc1nc(-c2cccs2)oc1NCc1ccc(Cl)cc1	102	-7	1	0	-0.3	7	-0.5	-1	-39	1
Cc1cc(-c2csc(NC(=O)c3ccc(=O)[nH]c3)n2)c(C)n1Cc1ccccc1	100	10	1	-3	-0.3	-10	-2.2	0	-2	0.85
Cc1ccc(CSc2nnc(-c3ccc4c(c3)OCO4)o2)cc1	95	-11	1	1	-0.6	11	0.7	-8	2	1.2
Cc1noc(C)c1S(=O)(=O)N1CCC(C(=O)N2CCN(C3CCCC3)CC2)CC1	97	8	1	0	-0.5	-8	-3.7	-3	9	0.92
CSc1ccc(/C=N/NC(=O)c2cccc(Cl)c2)cc1	150*	-87	0.7	32	-0.3	87	-0.4	4	-2	3.7*
CCn1c(-c2cc(OC)c(OC)c(OC)c2)n[nH]c1=S	109	-6	1	-1	-0.1	6	0.9	-3	2	1
CC(C)NS(=O)(=O)c1ccc(Oc2ncc(C(F)(F)F)cc2Cl)cc1	103	0	1	-3	-0.1	0	1.6	-5	3	1.3
Clc1ccc(CNc2nc(N3CCOCC3)nc(N3CCOCC3)n2)cc1	106	-11	1	-2	-0.1	11	0.1	-6	8	1.4
CNC(=S)N/N=C(\C)c1ccc(C(C)(C)C)cc1	122	-23	0.9	9	-0.1	23	0.0	-8	7	1.5
O=C(Nc1ccc2c(c1)CCC2)c1cc(S(=O)(=O)Nc2ccc(F)cc2)c(Cl)cc1Cl	101	7	0.9	5	-0.3	-7	-0.2	4	12	0.68
CCCOc1ccc(-c2nc(C#N)c(N3CCC(C(N)=O)CC3)o2)cc1	104	-8	1	-3	-0.1	8	0.7	-3	-1	1.1
COc1ccc(OC)c(C(c2nnnn2CC2CCCO2)N2CCN(C3CCCC3)CC2)c1 (configuration not stated)	109	-2	1	-1	-0.1	1	-1.1	-5	11	1.1
O=C(OCCN1C(=O)c2ccccc2C1=O)c1cnccn1	106	-1	1.1	-6	0.2	1	0.5	0	3	1
CCCCCCCCCn1c2c(c(=N)c3c1CCC3)CCCC2	52	2	1	-2	-0.4	-2	-0.5	-2	14	2.3
O=S(=O)(N/N=C\c1cn(-c2ccccc2)nc1-c1ccccc1)c1ccccc1	108	-21	1	-1	-0.2	21	-8.4	0	9	1.3
O=C(Nc1nn[nH]n1)C12CC3CC(CC(C3)C1)C2	99	9	1	2	0.2	-9	0.2	5	13	1.2
Cc1ccccc1NC(=O)C1CCCN1S(=O)(=O)c1cccc2cccnc12 (configuration not stated)	99	12	1.1	-6	-0.1	-12	-0.6	1	15	0.78
CC(C(=O)N1CCOCCOCCOCC1)N1C(=O)c2ccccc2C1=O (configuration not stated)	97	-20	1	0	0.1	20	-0.5	-1	10	1.1
CCN(CCNC(=O)CN(C)S(=O)(=O)c1cccc2nsnc12)c1ccccc1	100	-6	1	-4	-0.2	6	0.0	-9	11	0.72
COc1ccc(N2CCN(C(=O)Cn3c(=O)[nH]c4ccccc4c3=O)CC2)cc1	100	16	1	1	-0.1	-16	-0.8	-2	-3	1.2

Some of the entries so far, as labelled records:
SMILES: N#Cc1nc(-c2cccs2)oc1NCc1ccc(Cl)cc1
  STAT1 act: 102
  APP 5UTR inh: -7
  FLuc act counter: 1
  FLuc inhib CS: 0
  Hsp70 activator: -0.3
  APP 5'UTR act: 7
  Redox H2O2 prof: -0.5
  HMGR II inh: -1
  G6PDH CS: -39
  NF-kB neuron act: 1

SMILES: Cc1cc(-c2csc(NC(=O)c3ccc(=O)[nH]c3)n2)c(C)n1Cc1ccccc1
  STAT1 act: 100
  APP 5UTR inh: 10
  FLuc act counter: 1
  FLuc inhib CS: -3
  Hsp70 activator: -0.3
  APP 5'UTR act: -10
  Redox H2O2 prof: -2.2
  HMGR II inh: 0
  G6PDH CS: -2
  NF-kB neuron act: 0.85

SMILES: Cc1ccc(CSc2nnc(-c3ccc4c(c3)OCO4)o2)cc1
  STAT1 act: 95
  APP 5UTR inh: -11
  FLuc act counter: 1
  FLuc inhib CS: 1
  Hsp70 activator: -0.6
  APP 5'UTR act: 11
  Redox H2O2 prof: 0.7
  HMGR II inh: -8
  G6PDH CS: 2
  NF-kB neuron act: 1.2

Other compounds.
Structure	STAT1 act	APP 5UTR inh	FLuc act counter	FLuc inhib CS	Hsp70 activator	APP 5'UTR act	Redox H2O2 prof	HMGR II inh	G6PDH CS	NF-kB neuron act
O=C(Nc1sc2c(c1C(=O)NC1CCCCC1)CCC2)c1ccco1	104	8	1.1	-8	-0.4	-9	1.9	-2	-2	1.2
COCCn1nnnc1C(c1ccc(OC)cc1OC)N1CCN(c2ccccc2F)CC1 (configuration not stated)	104	-5	1	-3	0.2	5	2.2	-4	-2	0.89
CCOC(=O)C(C(=O)NCc1ccc(F)cc1)c1ncc(C(F)(F)F)cc1Cl (configuration not stated)	103	-8	1	2	-0.4	8	3.0	-4	12	0.93
CCCCc1ccc(NC(=S)Nc2ccc(Nc3ccc(OC)cc3)cc2)cc1	110	-14	1	-2	-0.1	14	1.8	-7	-16	1.2
Cc1[nH]n(C(C)(C)C)c(=O)c1Sc1ccccc1	106	-8	1	-4	0.1	8	-0.9	-3	6	1.4
Cc1nnc(-c2ccccc2)[nH]c1=O	103	6	1.1	-7	0.0	-6	-2.3	0	10	1.1
Cn1cc(S(=O)(=O)Nc2ccc3c(c2)OCCO3)cn1	95	-21	1.1	-10	0.0	21	-2.2	2	1	0.42
NC(=O)c1oc2ccccc2c1NC(=O)CN1CCCCC1	102	-2	1	0	0.0	2	1.6	-3	6	1.1
Brc1ccc(OCCOCCOc2cccc3cccnc23)cc1	104	10	nt	nt	-0.2	-10	3.2	nt	nt	nt
CCOC(=O)C(CC)Sc1nc2c(c(=O)[nH]c(=O)n2C)n1C/C=C(/C)Cl (configuration not stated)	105	-5	1	-3	-0.2	5	3.3	-2	14	0.96
COc1ccc(C(=O)NCC(=O)N2CCc3ccccc3C2)cc1	97	6	1	3	0.4	-6	-2.7	0	2	0.85
CCC(=O)c1ccc(OCC(=O)NCC2(N3CCCCC3)CCCCC2)cc1	96	-9	1	-2	-0.3	9	0.0	-3	4	1
CCOC(=O)c1ccc(NC(=O)CSc2nnc(CNC(=O)c3c(F)cccc3Cl)o2)cc1	93	11	1	2	0.0	-11	0.1	-5	3	1.1
CCCCCCC1CC(CSc2ncn[nH]2)OC1=O (configuration not stated)	99	6	1	0	-0.5	-6	0.0	3	4	0.87
CC(=O)c1c(C)[nH]c(C(=O)OCc2ccccc2)c1C	142*	-50	1	3	-0.4	50	0.2	-6	6	2.2
Cc1noc(C)c1COc1cccc(C(=O)NC(C)(C)C)c1	94	-22	1	-1	0.9	22	-0.8	3	-2	1.1
CCN(CC)S(=O)(=O)c1ccc2[nH]c(=O)cc(C(=O)Nc3ccc(C)c(S(=O)(=O)N(CC)CC)c3)c2c1	108	13	1.1	-12	-0.1	-13	-0.4	-5	9	0.63
CCSc1ccccc1C(=O)Nc1cccc(OC)c1	109	0	1	0	0.0	0	0.1	-3	2	1.1
COc1ccc(C(=O)Nc2ccccc2C(=O)NCc2ccco2)cc1OC	104	-1	1	-4	-0.3	1	-2.7	3	-4	0.5
Cc1nc2c3cc(Cl)ccc3n(CCN3CCCCC3)c2s1	100	12	1.1	-10	-0.3	-12	0.8	1	7	1.3
CCNC(=O)/C(=C/c1ccco1)NC(=O)/C=C/c1ccccc1	95	-28	1	2	-0.4	28	1.2	-2	11	1.4
c1ccc(Nc2nc(-c3ccncc3)cs2)nc1	193*	-158	0.6	39	0.2	158*	-3.2	-1	1	7.4*
COc1cc(C(=O)OCC(C)=O)cc(NC(=O)c2ccco2)c1OC	106	32	1	-1	-0.1	-32	-0.6	5	8	1.1
CCOc1ccc2cc(C#N)c(SCC(=O)N3CCC(C)CC3)nc2c1	95	-2	1.1	-7	0.1	2	2.4	0	-63	1.2
COc1ccc(NCc2nnc(SCC(=O)NNC(=O)c3ccc(C)cc3)n2C)cc1	104	-4	1	-2	-0.3	4	3.7	-1	0	1.1
CCCC(=O)Nn1cnc2c(c1=O)C1(CCCC1)Cc1ccccc1-2	102	9	1	-3	-0.1	-9	1.1	0	5	0.9
COc1ccc(-c2nc(O)c3cnccn23)cc1	105	6	1	1	0.1	-5	-0.2	-7	-4	0.93
FC(F)(F)c1cc(-c2ccccc2)nc(-n2cc(Cl)cn2)n1	99	-13	1	1	-0.1	13	-0.1	-1	11	1.1
CCOC(=O)Cc1csc(NC(=O)c2cc(OC)cc(OC)c2)n1	102	0	1.1	-7	-0.5	-1	0.9	-11	10	0.93
NC(=O)NOCc1c(Cl)cccc1Cl	106	-4	1	-3	-0.4	4	-1.9	2	5	0.95
COc1ccc(NC(=O)NCCCN2CCCC2=O)c(OC)c1	94	3	1	0	-0.1	-3	0.2	-6	12	1.2
Cc1ccc(C)c(NS(=O)(=O)c2cc(Br)cnc2N)c1	98	12	1	0	-0.5	-12	-1.3	2	1	0.92
O=C(NCCc1nnc2ccc(NCc3ccccc3Cl)nn12)c1ccccc1	101	7	1	4	-0.2	-7	-1.7	-2	12	0.9
COc1cccc(-n2c(SCC(=O)Nc3ccc4c(c3)CCC4)nc3ccccc3c2=O)c1	104	15	1.1	-6	0.2	-15	0.3	1	-37	0.99
O=C(NCc1ccccc1)NC1CCCCC1	106	0	1	5	0.0	0	2.2	1	2	1.9
O=C(O)CC1(CC(=O)Nc2ccc3ccccc3c2)CCCCC1	106	-3	1	4	-0.1	3	0.0	-3	2	1.1
c1ccc(C(Cc2nc(-c3ccncc3)no2)c2ccccc2)cc1	114	1	1.1	-8	0.0	-1	1.2	0	-15	1.2
O=S1(=O)N=C(N(CCO)/N=C/C=C/c2ccccc2)c2ccccc21	110	11	1	-3	-0.1	-11	0.3	2	6	0.8
C=CCN1C(=O)C2C3C=CC(C2C1=O)C1C2C(=O)N(CC=C)C(=O)C2C31 (configuration not stated)	106	-18	1	4	-0.4	18	0.0	-4	13	1
COCCn1c(=NC(=O)c2ccco2)sc2cc(C(=O)OC)ccc21	101	5	1	0	0.2	-5	0.8	2	-12	0.97
CCN(CC)CCOC(=O)c1cccc(Br)c1	93	7	1.1	-6	0.5	-7	0.3	0	6	1.1
Cc1cccn2c(CNCCCOc3cccnc3)c(C(=O)N3CCOCC3)nc12	105	-1	1.1	-7	-0.1	1	-1.9	-6	16	0.98
O=[N+]([O-])c1ccc(S(=O)(=O)CC(CN2CCOCC2)N2CCOCC2)cc1 (configuration not stated)	102	-6	1	-4	0.0	5	-1.5	-2	7	2.5
CCCCCCCCCCSc1n[nH]c(N)n1	101	-4	1	-1	-0.2	4	-0.1	-5	16	1.3
Cc1csc(NC(=O)c2ccccc2C(=O)O)n1	97	-12	1	2	-0.3	13	0.4	2	-11	1.2
